Screens: PubChem, several laboratories
5HT1a antag: 5-HT1a (human) receptor antagonism. CHO 5-HT1a Ga15 NFAT-bla reporter, antagonist mode. inhibition, % at 10 µM. 0.68% of 62,000 active;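 active = inhibition above the mean of all tested compounds plus 3 SD, cut at about 43% in these data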;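 note: receptor stimulated by 5-CT agonist at 100 nM near EC80; beta-lactamase reporter measured by ratiometric fluorescence of a cleavable substrate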
Jurkat viability: cytotoxic compounds reducing Jurkat cell viability | Jurkat E6.1 viability, ATP luminescence, 48 h | inhibition, % at 4 µM | 1.2% of 56,000 active | AID 463;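 active = inhibition above the mean inhibition of all tested compounds plus 3 SD, cut at about 28% in these data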
S1P1 ag pot: S1P1 (human) agonism or agonism potentiation | P21453 | S1P1 CRE-bla cells, forskolin, beta-lactamase FRET, potentiator mode; S1P1 agonist co-added at EC20, 2 nM; 100% = saturating reference agonist, 0% = basal | activation, % at 9.5 µM | 0.57% of 56,000 active | AID 449;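 active = activation above a cutoff set at the mean activation of all tested compounds plus 3 SD, cut at about 54% in these data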;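 note: forskolin at 4 µM as EC80 and the EC20 agonist is SEW2871; 100% = SEW2871 at its EC100 plus forskolin at EC80; some compounds past the cut are filed as inactive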
Target sequence (P21453 whole entry, looked up): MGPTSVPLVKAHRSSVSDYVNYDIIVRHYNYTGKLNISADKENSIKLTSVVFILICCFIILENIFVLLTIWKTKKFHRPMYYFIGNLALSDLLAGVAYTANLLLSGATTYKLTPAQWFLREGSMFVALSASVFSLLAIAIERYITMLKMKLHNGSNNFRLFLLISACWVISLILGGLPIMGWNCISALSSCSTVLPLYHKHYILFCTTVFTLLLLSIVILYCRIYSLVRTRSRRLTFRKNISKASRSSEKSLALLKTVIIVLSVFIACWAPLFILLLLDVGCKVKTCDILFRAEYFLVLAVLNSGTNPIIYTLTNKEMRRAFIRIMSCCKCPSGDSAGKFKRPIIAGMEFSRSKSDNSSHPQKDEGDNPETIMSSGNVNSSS
HTR1E agonist: 5-HT1E (human) receptor agonism | P28566 | CHO 5-HT1E Ga15 NFAT-bla reporter, FRET; 0% DMSO wells, 100% control agonist wells | activation, % at 6 µM | 0.69% of 65,000 active | AID 574;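 active = activation above a set limit, the screen-wide mean activation plus 3 SD, cut at about 8.5% in these data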;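 note: 100% = positive control agonist at 1 µM giving full maximal response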
Target sequence (P28566 whole entry, looked up): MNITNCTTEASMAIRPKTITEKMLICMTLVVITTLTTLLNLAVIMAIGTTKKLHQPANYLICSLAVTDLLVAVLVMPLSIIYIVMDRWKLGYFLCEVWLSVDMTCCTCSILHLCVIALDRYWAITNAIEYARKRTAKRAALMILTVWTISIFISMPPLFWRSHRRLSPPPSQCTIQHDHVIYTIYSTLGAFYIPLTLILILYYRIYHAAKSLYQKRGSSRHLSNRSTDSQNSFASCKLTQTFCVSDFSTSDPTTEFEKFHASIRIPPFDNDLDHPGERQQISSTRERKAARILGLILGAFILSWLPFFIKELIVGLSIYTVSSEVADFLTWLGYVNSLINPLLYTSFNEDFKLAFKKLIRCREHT
HEK293 NFkB inh: inhibitors of the PMA/ionomycin-induced NF-kB reporter in HEK293 cells | inhibition, % at 3 µM | AID 465 | HEK-293 NF-kB luciferase reporter, luminescence | 0.21% of 62,000 active;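 active = inhibition above the mean of all tested compounds plus 3 SD, cut at about 40% in these data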;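 note: 0% = stimulated DMSO wells and 100% = 10 µM reference inhibitor 5653914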
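Timing: 1 h pretreatment, 16 h stimulation, 37 °C; system: HEK-293 cells with stable firefly luciferase reporter driven by four HIV NF-kB elements; doses: 3 µM once, 0.30% DMSO; measured by: luciferase luminescence; control set: DMSO and 10 µM reference inhibitor; repeats: single test; reagent: PMA plus ionomycin mix as NF-kB-activating stimulus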
D1 allo mod: D1 dopamine receptor (human) allosteric modulation. HEK293 D1, CRE-luciferase, dopamine EC30 potentiation; actives deviate in either direction. P21728. B-score at 10 µM. 5.9% of 58,000 active;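 active = luminescence count or its row- and column-corrected plate score outside the 99.7% band of the plate's sample wells, on either side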
S1P3 agonist: agonists of human S1P3 receptor; S1P3 NFAT-BLA reporter cells, agonism, FRET ratio; relative to 1 µM S1P, basal subtracted; Q99500; activation, % at 4.5 µM; 0.1% of 60,000 active;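 active = activation above the screen-wide mean plus 3 SD, cut at about 4.5% in these data, passing the limit was not always enough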; note: some compounds called inactive have numbers as strong as hits
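Benchmarks: high control 1 µM S1P / System: stable CHO line with human S1P3, Gα16, NFAT-BLA reporter / Dosing: single compound concentration, 4.5 µM final / Timing: 4 h compound at 37 °C, 2 h substrate at RT / Measured by: FRET β-lactamase substrate fluorescence, excitation 405 nm, 460/535 nm emission ratio, background-subtracted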
5HT1E antag: 5-HT1E (human) receptor antagonism; P28566; inhibition, % at 6 µM; 0.99% of 65,000 active; CHO 5-HT1E Ga15 NFAT-bla reporter, FRET, antagonist;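 active = inhibition above a set limit, the mean inhibition across every tested compound plus 3 SD, cut at about 29% in these data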;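 note: signal is the 460 over 535 nm emission ratio of beta-lactamase substrate; 0% = agonist plus DMSO wells and 100% = wells without agonist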
5HT1a ag: activates the human 5-HT1a serotonin receptor | P08908 | CHO 5-HT1a Ga15 NFAT-bla reporter, FRET ratio; 0% basal, 100% maximal reference agonist | activation, % at 10 µM | 0.56% of 65,000 active | AID 567;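 active = activation above the screen-wide mean activation plus 3 SD, cut at about 19% in these data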;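 note: 0% = DMSO wells and 100% = 5-CT at EC100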
* = called active by the depositor; x = no result given.

Abbreviations: A = 5HT1a antag; B = Jurkat viability; C = S1P1 ag pot; D = HTR1E agonist; E = HEK293 NFkB inh; F = D1 allo mod; G = S1P3 agonist; H = 5HT1E antag; I = 5HT1a ag
[1] Cc1ccc(Nc2c3c(nc4ncnn24)CCC3)cc1
  A: 8	B: x	C: x	D: 0.7	E: 14	F: 0.014	G: x	H: 14	I: -1.5

[2] Cc1ccnc(NC(=O)CCCOc2cc(=O)n(C)c3ccccc23)c1
  A: 66*	B: 89*	C: -25	D: -0.9	E: 7	F: -3.3*	G: -0.7	H: 20	I: 0.0

[3] Cc1ccc(CSc2nnc(-c3ccco3)n2N)cc1
  A: 6	B: -2	C: -9	D: 0.2	E: 13	F: -0.022	G: -2.0	H: 3	I: 2.0

[4] COC(=O)c1nnn(-c2nonc2N)c1CSc1nc2ccccc2s1
  A: -9	B: 7	C: 44	D: -0.4	E: 8	F: -0.46	G: 0.0	H: 5	I: 0.0

[5] COCCSc1nnc(-c2cnccn2)o1
  A: -2	B: -3	C: -4	D: -0.3	E: 13	F: -0.82	G: 0.1	H: -6	I: -1.3

[6] C=CCOC(=O)C(C#N)c1nc2ccccc2nc1N1CCC(C(=O)OCC)CC1 (stereo not drawn)
  A: x	B: x	C: 4	D: -0.5	E: x	F: 1.5	G: -1.8	H: -8	I: -1.5

[7] Cc1nnc(SCc2nc3ccccc3s2)n1-c1ccccc1
  A: 7	B: 3	C: 5	D: 0.6	E: 14	F: 2.6	G: -1.1	H: -2	I: -1.1

[8] O=C(NC1CCCC1)C(c1ccccc1)N(C(=O)c1ccno1)c1cccnc1 (stereo not drawn)
  A: -6	B: -2	C: -9	D: -0.8	E: 8	F: x	G: -0.1	H: -2	I: -1.0

[9] CCN(CC)CCNC(=O)c1ccccn1
  A: -7	B: 0	C: -26	D: -0.2	E: 13	F: 0.13	G: -0.1	H: -7	I: -5.2

[10] COc1cc(C2C(C(=O)OC(C)C)=C(C)Nc3[nH]c(=O)[nH]c(=O)c32)ccc1O (stereo not drawn)
  A: -1	B: 3	C: -11	D: -0.9	E: 20	F: -0.37	G: -0.5	H: -1	I: -2.8

[11] O=C(c1ccco1)N1CCN(C(=O)C2CCCc3c2[nH]c2ccc(Cl)cc32)CC1 (stereo not drawn)
  A: -2	B: 27	C: 23	D: -0.4	E: 4	F: 0.22	G: -1.2	H: 6	I: -1.3

[12] OCCNCC1(O)C2CC3CC(C2)CC1C3 (stereo not drawn)
  A: 0	B: -2	C: -5	D: -0.5	E: 17	F: x	G: -0.3	H: 1	I: -3.8

[13] COc1ccccc1C(=O)N1CCN(c2ccccn2)CC1
  A: -10	B: -3	C: -18	D: 0.2	E: 12	F: -0.92	G: -0.6	H: 8	I: 0.8

[14] c1nc(NC2CCCCCC2)c2[nH]cnc2n1
  A: 11	B: 8	C: 24	D: -0.1	E: 21	F: 2.3	G: -1.6	H: 10	I: -2.1

[15] Cn1c(SCc2c(F)cccc2Cl)nnc1-c1cnccn1
  A: 6	B: x	C: x	D: -0.1	E: -2	F: -0.043	G: x	H: -4	I: 1.5

[16] CCOc1cc(C(=O)Nc2cc(C)ccn2)cc(OCC)c1OCC
  A: 5	B: 8	C: 0	D: -1.3	E: 6	F: -1.5	G: -0.8	H: 7	I: -1.3

[17] CNC(=O)CSc1nnc(CCc2ccccc2)n1-c1ccccc1
  A: 2	B: 0	C: 0	D: -0.1	E: 12	F: 0.76	G: -0.6	H: 1	I: 0.0

[18] CCN1C(=O)c2ccccc2S(=O)c2ccc(C(=O)NCc3ccccn3)cc21 (stereo not drawn)
  A: 13	B: 3	C: -12	D: -0.1	E: 18	F: x	G: 0.0	H: -10	I: -1.8

[19] CC1(C(=O)NC2CCCCC2)CCC(=O)N1Cc1cccs1 (stereo not drawn)
  A: -4	B: 5	C: -17	D: -0.5	E: 22	F: 0.17	G: -0.6	H: 11	I: 0.1

[20] COc1ccc(N2C(=O)C3CCCN3C2c2cccc(OC)c2OC)cc1 (stereo not drawn)
  A: 1	B: 5	C: -11	D: 0.1	E: 1	F: 0.049	G: -0.7	H: 4	I: 101*

[21] CCN(CC)S(=O)(=O)c1cccc(C(=O)Nc2ccccc2C(=O)N2CCOCC2)c1
  A: -9	B: 0	C: -32	D: 0.0	E: 6	F: -0.23	G: 1.4	H: -6	I: -0.3

[22] COc1ccc(-n2nc3c(c2NC(=O)C2CC2)CS(=O)C3)cc1 (stereo not drawn)
  A: -14	B: -1	C: 11	D: 1.0	E: 14	F: 0.39	G: -1.2	H: 15	I: -1.0

[23] O=c1cc(N2CCCC2)[nH]c(=O)n1-c1ccc(Cl)cc1
  A: -5	B: -17	C: 1	D: -0.3	E: 15	F: -0.52	G: -1.0	H: 6	I: -1.7

[24] CN1CCN(c2ccccc2NC(=O)c2ccc(Br)o2)CC1
  A: 16	B: 6	C: -5	D: 13*	E: 7	F: -0.11	G: -1.0	H: 8	I: 1.7

[25] CC(C)NC(=O)CN(C(=O)CCC(=O)Nc1ccccn1)c1ccc(F)c(Cl)c1
  A: -2	B: -3	C: -6	D: -1.2	E: 4	F: x	G: -0.3	H: 0	I: -1.1

Values in list order from above:
Nos. 7 to 18 in HTR1E agonist read 0.6, -0.8, -0.2, -0.9, -0.4, -0.5, 0.2, -0.1, -0.1, -1.3, -0.1, -0.1
Nos. 7 to 18 in 5HT1a antag read 7, -6, -7, -1, -2, 0, -10, 11, 6, 5, 2, 13

Next section.
Abbreviations: A = 5HT1a antag; B = Jurkat viability; C = S1P1 ag pot; D = HTR1E agonist; E = HEK293 NFkB inh; F = D1 allo mod; G = S1P3 agonist; H = 5HT1E antag; I = 5HT1a ag
[26] COC(=O)c1[nH]c2cc(C)ccc2c1NC(=O)CN1CCN(c2ccccc2OC)CC1
  A: 12	B: 8	C: -17	D: 1.3	E: 20	F: 0.14	G: -2.0	H: -12	I: 12

[27] N#Cc1ccc(Sc2nc3ccccc3[nH]2)cc1C#N
  A: 6	B: x	C: x	D: -0.2	E: 29	F: -0.24	G: x	H: -7	I: -0.4

[28] c1ccc2c(c1)CCCN2Cc1nnc2n1CCCCC2
  A: 4	B: x	C: x	D: 0.3	E: 11	F: x	G: x	H: 5	I: 0.3

[29] CCOC(=O)C1=C(C)NC(=O)NC1c1c(OCC(=O)N2CCCCC2)ccc2ccccc12 (stereo not drawn)
  A: 6	B: 0	C: 13	D: 0.1	E: 11	F: 0.11	G: -0.7	H: 6	I: 0.8

[30] Cc1ccc(SCC(=O)N2CC(C)OC(C)C2)cc1 (stereo not drawn)
  A: 8	B: 2	C: -1	D: -0.1	E: 14	F: -0.74	G: -0.7	H: -13	I: -1.8

[31] Cn1c(N2CCN(c3ccccn3)CC2)nc2c1c(=O)n(Cc1ccccc1Cl)c(=O)n2C
  A: x	B: x	C: 8	D: 0.7	E: x	F: x	G: -3.0	H: 5	I: 0.7

[32] CCOC(=O)C1C(C#N)=C(N)OC(C)=C1c1ccncc1 (stereo not drawn)
  A: 2	B: -7	C: -8	D: 1.3	E: 2	F: -0.028	G: -1.0	H: -13	I: -2.2

[33] Cc1ccc2cc(CCNC(=O)CC(C)C)c(=O)[nH]c2c1
  A: -4	B: -7	C: -26	D: -0.2	E: 10	F: x	G: -0.3	H: 4	I: -1.5

[34] Cc1nnc(SCC(=O)N2CCOCC2)s1
  A: 1	B: -6	C: -10	D: -2.1	E: 8	F: 0.041	G: 0.1	H: 4	I: -1.2

[35] CSc1nc(-c2ccco2)nn1S(=O)(=O)c1ccc(C)cc1
  A: 0	B: -9	C: -6	D: 0.3	E: 8	F: 6.5*	G: 0.0	H: -1	I: -0.4

[36] O=C(CSc1nc2cc(Cl)ccc2s1)N1CCN(C(=O)c2ccco2)CC1
  A: 18	B: -5	C: -8	D: -0.7	E: 12	F: 0.57	G: -0.2	H: 15	I: 1.8

[37] O=c1n(Cc2ccccc2)c2cc(Cl)cnc2n1Cc1ccccc1
  A: 16	B: 4	C: 6	D: -1.5	E: 6	F: 8.1*	G: -0.6	H: 14	I: -0.6

[38] COc1ccc(-n2c(SCC(=O)Nc3nccs3)nc3sc4c(c3c2=O)CCN(C)C4)cc1
  A: 0	B: x	C: x	D: -0.5	E: 22	F: x	G: x	H: -9	I: -0.3

[39] CCOC(=O)c1c(C)[nH]c(C)c1C(=O)CSc1nnc(-c2cc(OC)c(OC)c(OC)c2)o1
  A: -3	B: -2	C: 14	D: 0.2	E: 9	F: 1.9	G: 0.0	H: 1	I: -1.9

[40] CCc1c(C)nc(N)n2c(SCC(=O)N3CCN(c4ccccc4OC)CC3)nnc12
  A: -1	B: -2	C: -12	D: -0.6	E: 11	F: -1.1	G: 0.2	H: -5	I: -2.1

[41] COc1ccc(C(C)=O)cc1CSc1nnc(C)s1
  A: 4	B: -8	C: -12	D: -0.5	E: 6	F: 1.7	G: -1.7	H: -7	I: 1.5

[42] C=CCSc1nnc(-c2ccncc2)n1-c1ccc(OCC)cc1
  A: 10	B: 10	C: -14	D: 0.0	E: 20	F: 0.029	G: -0.3	H: 9	I: -1.6

Whole records as entered above. Order of screens: 5HT1a antag | Jurkat viability | S1P1 ag pot | HTR1E agonist | HEK293 NFkB inh | D1 allo mod | S1P3 agonist | 5HT1E antag | 5HT1a ag
CCOC(=O)C1=C(C)NC(=O)NC1c1c(OCC(=O)N2CCCCC2)ccc2ccccc12 (stereo not drawn) is listed as 6 | 0 | 13 | 0.1 | 11 | 0.11 | -0.7 | 6 | 0.8
N#Cc1ccc(Sc2nc3ccccc3[nH]2)cc1C#N is listed as 6 | x | x | -0.2 | 29 | -0.24 | x | -7 | -0.4
COc1ccc(N2C(=O)C3CCCN3C2c2cccc(OC)c2OC)cc1 (stereo not drawn) is listed as 1 | 5 | -11 | 0.1 | 1 | 0.049 | -0.7 | 4 | 101*
Cc1ccc2cc(CCNC(=O)CC(C)C)c(=O)[nH]c2c1 is listed as -4 | -7 | -26 | -0.2 | 10 | x | -0.3 | 4 | -1.5

With a hit mark in 5HT1a ag, of those listed so far:
| nr | Structure | 5HT1a antag | S1P1 ag pot | HTR1E agonist | HEK293 NFkB inh | D1 allo mod | S1P3 agonist | 5HT1E antag | 5HT1a ag |
| --- | --- | --- | --- | --- | --- | --- | --- | --- | --- |
| 20 | COc1ccc(N2C(=O)C3CCCN3C2c2cccc(OC)c2OC)cc1 (stereo not drawn) | 1 | -11 | 0.1 | 1 | 0.049 | -0.7 | 4 | 101* |

From compound 26 to 27, copied from above:
Abbreviations: A = 5HT1a antag; B = Jurkat viability; C = S1P1 ag pot; D = HTR1E agonist; E = HEK293 NFkB inh; F = D1 allo mod; G = S1P3 agonist; H = 5HT1E antag; I = 5HT1a ag
[26] COC(=O)c1[nH]c2cc(C)ccc2c1NC(=O)CN1CCN(c2ccccc2OC)CC1
  A: 12	B: 8	C: -17	D: 1.3	E: 20	F: 0.14	G: -2.0	H: -12	I: 12

[27] N#Cc1ccc(Sc2nc3ccccc3[nH]2)cc1C#N
  A: 6	B: x	C: x	D: -0.2	E: 29	F: -0.24	G: x	H: -7	I: -0.4
